# Screening results: PubChem BioAssay, National Center for Advancing Translational Sciences (NCATS)
# ELG1 DNA repair = qHTS screen for small molecules that inhibit ELG1-dependent DNA repair in human embryonic kidney (HEK293T) cells expressing luciferase-tagged ELG1 | HEK293T ELG1-luciferase reporter, luminescence, 16 h; DNA damage induced by 5-fluorouridine | Potency, µM (highest dose often 46.1 µM), without a hit: at the highest dose activity change, negative = inhibition, hits mostly inhibitors | 330,000 tested, 2.3% active; also: potency is read from the fitted curve at half-maximal effect; % is scaled to controls: 0 for no effect and ±100 for the full control effect; nearly all actives have a fitted effect of over 55% in size
#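 Reporter activity after DNA damage by 5-fluorouridine is monitored. Compound-treated cells incubate 16 hr at 37 °C, then ONE-Glo is added for 30 min before luminescence reading.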
# BRCA1 expr up = qHTS Assay to Identify Small Molecule Activators of BRCA1 Expression. MCF7-BRCA1-FFLuc reporter, luminescence, 48 h; response scale: scaled: vehicle 0%, 10 µM genistein 100%. Potency, µM (highest dose often 46.1 µM), for inactives: top-dose activation, actives largely listed as activators. 380,000 tested, 1.1% active. AID 624202, 2012; also: potency is read from the fitted curve at half-maximal effect; nearly all actives have a fitted effect of over 80% in size; some results filed as inactive show a strong effect at the top dose
#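 MCF7-BRCA1-FFLuc, 2000 cells/well; 2 h attach, 37 °C/5% CO2; compound 48 h; luciferase substrate 15 min; luminescence end-point. Norm. to genistein 10 microM max activation and DMSO; concentration-response curves fitted.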
# PTAP TSG101 blk = qHTS Assay for Iinhibitors of HIV-1 Budding by Blocking the Interaction of PTAP/TSG101 | 340,000 tested, under 10 active | Tumor susceptibility gene 101 protein (Homo sapiens), Q99816 | Potency, µM (series often up to 115 µM), for the others: at the highest dose activity change, negative = inhibition, most hits filed as inhibitors | Fluorescence polarization, FITC-PTAP peptide / Tsg101 binding; active = well fitted inhibition curve with a large enough effect in the main read-out, with a control signal flat, not every such curve was filed as active; inconclusive = small, poorly fitted or top-dose-only effect, or effect the other way, or a change in a side signal; inactive = no such curve, though single readings can be large or run the other way; also: potency is read from the fitted curve at half-maximal effect; % of control where 0% means no effect
#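 Tsg101 binding domain (10 uM final) was mixed with compound and a FITC-labeled PTAP peptide (50 nM final) in HEPES pH 7.5 buffer with NaCl, Tween 20, EDTA and TCEP; fluorescence polarization was read after 20 min at r.t.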
# a7 integrin act = qHTS for Activators of Integrin-Mediated Alleviation for Muscular Dystrophy | alpha7betagal myoblasts, beta-gal FDG fluorescence, 48 h | Potency, µM (doses to about 38.3 µM), for the others: at the highest dose activation, usual class: activators | 350,000 tested, 0.064% active | AID 624291, 2012;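 also: potency is read from the fitted curve at half-maximal effect; 100% = response of the positive control SU9516; nearly all actives have a fitted effect of over 60% in size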
#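 alpha7betagal+/- myoblasts (passage 13, 250/well) treated 48 h at 37C with compounds at 1:260 dilution of DMSO stock. Lysed, then beta-galactosidase activity read as FDG fluorescence (ex 480/em 540) after 30 min, with pre-read for autofluorescence.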
# p53 reactivator = qHTS assay for re-activators of p53 using a Luc reporter; H1299 p53-A138V BP100-luciferase reporter, luminescence, 24 h; Potency, µM (series often up to 92.2 µM), for inactives: top-dose activity change, positive = activation, hits mostly activators; 320,000 tested, 0.063% active; also: potency is read from the fitted curve at half-maximal effect; % of control where 0% means no effect; nearly all actives have a fitted effect of over 45% in size
#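 H1299 (p53-null), stable ts p53-A138V + BP100-Luc; 1000 cells/well, Opti-MEM/10% FBS; cpd 4 pt, 1:5; 24 h, 37 deg C, 5% CO2; detection reagent 10 min RT; luminescence.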
# B2AR arrestin = qHTS assay of beta-arrestin-biased ligands of beta2-adrenergic receptor; beta-arrestin recruitment to beta2AR, cell-based reporter; Potency, µM (titrated, usually from 46.1 µM), without a hit: top-dose activation, usual class: activators; 330,000 tested, 0.02% active; AID 492947, 2010;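 also: potency is read from the fitted curve at half-maximal effect; 0% = DMSO controls and full agonism = EC100 isoproterenol or metaproterenol; nearly all actives have a fitted effect of over 65% in size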
# TRPV1 agonist = HTS Assay for Compounds that Act as Agonists of the Vanilloid Receptor 1; activation, % at 8.33 µM; Transient receptor potential cation channel subfamily V member 1 (Homo sapiens), Q8NER1; TRPV1-expressing cells, Fluo-8 calcium influx, agonist mode; 320,000 tested, 0.19% active; in the data active = activation above about 80%; inconclusive = between about 30% and that limit; also: 0% is about no effect
#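 Fluo-8 calcium influx in TRPV1-expressing cells, kinetic read (ex 480/em 520 nm). Compound added and read 3 min for agonist activity, followed by capsaicin at EC20 final and 2 min further read for enhancement.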
# CXXC DNA block = qHTS Fluorescence Polarization Assay for Inhibitors of MLL CXXC domain - DNA interaction | 290,000 tested, 0.037% active | Histone-lysine N-methyltransferase 2A (Homo sapiens), Q03164 | MLL-CXXC / FITC-HOXA9 DNA fluorescence polarization | Potency, µM (titrated, usually from 115 µM), for the others: top-dose activity change, negative = inhibition, hits mostly inhibitors; active = well fitted inhibition curve with a large enough effect in the polarisation, with a control signal flat, not every such curve was filed as active; inconclusive = small, poorly fitted or top-dose-only effect, or effect the other way, or a change in a side signal; inactive = no such curve, though single readings can be large or run the other way; the % refers to the polarisation; also: potency is read from the fitted curve at half-maximal effect
#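 Purified MLL-CXXC (added from a 7 uM solution) was preincubated 5 min at ambient with pinned compounds in 50 mM Tris-HCl pH 7.5, 50 mM NaCl, 1 mM DTT, 0.05% BSA. Fluorescein-labeled HOX-A9 DNA (50 nM solution) followed, 30 min, then polarization read.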
# TCR activator = Activators of T cell receptors: qHTS campaign; 330,000 tested, under 10 active; Potency, µM (top dose mostly 9.22 µM), without a hit: at the top dose activation of IL-2 secretion, usual class: activators; primary human leukocytes, anti-CD3, IL-2 HTRF, 48 h; also: % of control where 0% means no effect
#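 IL-2 release read by HTRF sandwich (Eu cryptate donor, d2 acceptor, 665 nm emission) after 48 hr exposure of primary human leukocytes to compound together with anti-CD3 beads in the absence of co-stimulatory signals.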
# AT treatment = qHTS Assay for Identifying a Potential Treatment of Ataxia-Telangiectasia; […] A-T fibroblasts, KAP-1 phosphorylation AlphaLISA; neocarzinostatin DNA damage 30 min before lysis; 320,000 tested, 0.19% active; Potency, µM (series often up to 57.5 µM), for the others: at the highest dose activation, most hits filed as activators; also: potency is read from the fitted curve at half-maximal effect; % of control where 0% means no effect; nearly all actives have a fitted effect of over 45% in size
#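 hTERT-immortalized A-T patient fibroblasts ([…]), 500 cells/well in OPTI-MEM, 1% FBS, got compounds for 60 min, then NCS for 30 min at 37C. Lysates were then assayed for phospho-KAP-1 by AlphaLISA (anti-pKAP1 donor, anti-KAP1 acceptor beads), 6 hr at 25C.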
# * = called active by the depositor; ? = inconclusive; . = not tested or not shown; [ ] = dose if it differs, or a comment. Unless noted, calls follow the shape of the dose curve; as a rule, active = well fitted curve in the direction sought with a large enough effect; inconclusive = small, poorly fitted or top-dose-only effect, or another doubt; inactive = no such curve, though single readings can be large; an effect the other way counts as inactive or inconclusive. Rows were taken by chance. Share with any hit: about 3.8%.
SMILES,ELG1 DNA repair,BRCA1 expr up,PTAP TSG101 blk,a7 integrin act,p53 reactivator,B2AR arrestin,TRPV1 agonist,CXXC DNA block,TCR activator,AT treatment
Cc1cccc(OCC(=O)Nc2ccc(C(=O)NCC(C)C)cc2)c1,6%,-5%,-4%,-22%,10%,-0.4%,-3,-5%,-2%,2%
O=C(C1CCC(CNS(=O)(=O)c2ccccc2)CC1)N1CCOCC1 (stereo unspecified),-1%,-18%,-3%,10%,4%,-0.7%,-2,-3%,7%,-5%
O=C(O)CN1CCN(Cc2cccc(Cl)c2)C1=O,-1%,-10%,-2%,-19%,5%,-0.3%,-2,4%,-3%,3%
Cc1cc(N)ccc1NC(=O)CN1CCOCC1,13%,9%,-1%,1%,.,0.0%,4,7%,0%,-4%
CC1(C)CC(N2CCC(=O)NC2=S)CC(C)(C)N1,.,5%,-3%,-12%,.,.,.,.,0%,.
Cc1ccc(C)c(NC(=O)CCNS(=O)(=O)c2ccc3[nH]c(=O)oc3c2)c1,7%,0%,6%,-3%,2%,-1.1%,1,-7%,-2%,7%
CCC(C)C(NC(=O)c1ccccc1NC(=O)c1ccco1)C(=O)NNC(=O)c1ccncc1 (stereo unspecified),0%,0%,-1%,-2%,2%,4.4%,-2,4%,-6%,-1%
COc1ccc(CNC(=O)C2CCCN(S(=O)(=O)c3c(C)noc3/C=C/N(C)C)C2)cc1 (stereo unspecified),16%,-1%,-1%,?,-5%,0.3%,-3,4%,2%,6%
O=S(=O)(c1cccc(-c2csc(-c3cccnc3)n2)c1)N1CCCCC1,-26%,-26%,-2%,1%[7.66 µM],0%,0.4%,7,-1%,.,0%
Cc1c(Cc2ccccc2)sc(/N=C/c2ccc3ccccc3c2)c1C(N)=O,?,-59%,2%,-16%,28%,1.9%,0,19%,-1%[46.1 µM],17%
Cc1cc(-c2ccco2)n(CC(=O)NCc2ccccc2)n1,-2%,0%,1%,-8%,-2%,5.0%,-2,11%,2%,3%
CCCN(CCC)S(=O)(=O)c1ccc(C(=O)N2CCOCC2)cc1,-4%,-7%,-4%,-8%[7.66 µM],0%,-0.1%,0,-6%,.,-2%
CCOc1ccccc1N(CC(=O)NCC1CCCO1)C(=O)CCC(=O)Nc1cc(C)on1 (stereo unspecified),5%,1%,-3%,-39%[inhibitor],0%,-0.2%,1,6%,-2%,-6%
COC(=O)c1cc(Cl)c(NC(=O)c2ccco2)cc1OC,.,-2%,-4%,-10%,.,.,6,-4%,3%,.
CC12CCC(C(=O)N3CCCCC3)([C@H](Br)C1=O)C2(C)C (stereo partly specified),-12%,0%,-6%,-16%,-7%,0.4%,-5,7%,-6%,-6%
O=C(O)CCc1ccc(-c2ccccc2)o1,?,-45%,-5%,-15%,5%,?,1,-16%,10%,-10%
CC1CCCC(C)N1CCCNC(=O)c1ccc2c(c1)NC(=O)c1ccccc1S2 (stereo unspecified),-1%,-33%,-9%,-40%,-1%,-0.1%,-3,8%,-8%,12%
O=C(Cn1c(NCCO)nc2ccccc21)N1CCN(Cc2ccccc2)CC1,-4%,4%,-1%,-8%,-4%,0.1%,1,0%,3%,1%
CN(C)S(=O)(=O)c1ccc(C(=O)NCCN2C(=O)S/C(=C\c3cccnc3)C2=O)cc1,0%,-8%,1%,-14%,14%,0.1%,-2,2%,0%,0%
CN(C(=O)Nc1cccc([N+](=O)[O-])c1)c1ccccc1,.,6%,0%,-17%,.,.,.,.,-6%,.
CC(=O)C1=C(O)C(=O)N(Cc2cccnc2)C1c1ccc(C)cc1 (stereo unspecified),-5%,.,.,.,1%,0.2%,3,-1%,-4%[46.1 µM],-3%
COc1cccc(NC(=O)C2CC2)c1,?,8%,0%,-14%,7%,0.4%,4,.,-14%,5%
CC(=O)Nc1ccc(S(=O)(=O)c2ccc(N)cc2)cc1N,4%,-9%,-2%,-2%,1%,-0.4%,-3,3%,4%,2%
Cc1cc(C)c2sc(N(CCCN(C)C)C(=O)COc3ccc(Cl)cc3)nc2c1,-7%,-22%,-7%,-49%[inhibitor],4%,-0.2%,0,4%,-2%,1%
COc1cccc(/C=C2\SC(=S)N(CCC(=O)NC3C=CS(=O)(=O)C3)C2=O)c1 (stereo unspecified),4.6µM*,-29%,-3%,-57%[inhibitor],-10%,0.5%,3,15%,-30%,-12%
C[C@H](NC(=O)c1nc[nH]c1C(=O)NCc1ccc(CNC(=O)OC(C)(C)C)cc1)c1ccccc1,18µM*,-58%,.,-9%,-5%,-0.8%,23,.,-3%,-2%
COC(=O)[C@@H](NC(=O)Nc1cccc(OC)c1)C(C)C,13%,7%,-5%,1%,-5%,-0.8%,-2,-8%,1%,7%
Cn1c(=O)c2nc(NCc3ccccc3)cnc2n(C)c1=O,5%,-61%,-9%,-7%,-1%,-0.1%,-1,-15%,5%,9%
COc1ccc(-c2nc3ccccc3c(=O)o2)cc1OC,-4%,16%,-7%,-4%,?,0.5%,0,-5%,1%,-8%
O=C(COc1ccc(F)cc1)Nc1nc(-c2ccccn2)cs1,-16%,-65%,0%,-2%,15%,-0.1%,?,.,3%,1%
CC(C)n1c(NCc2cc(Cl)ccc2O)nc2ccccc21,4%,-32%,-4%,-4%,11%,0.0%,4,0%,-3%,0%
Cc1oc(-c2ccccc2)cc1C(=O)Nc1cccc(/C=C/C(=O)O)c1,0%,28%,1%,4%,1%,-0.1%,2,-20%,3%,15%
CN(Cc1ccccc1)C(=O)CSc1nnc(-c2ccco2)n1-c1ccccc1,0%,-15%,-3%,-19%,-6%,0.2%,1,2%,0%,0%
CC(C)C1Nc2ccc(C(=O)N3CCN(c4ccccn4)CC3)cc2NC1=O (stereo unspecified),10%,2%,-6%,0%,11%,-0.3%,3,10%,0%,-7%
C/C(=N\Nc1ccc2nncn2n1)c1cccs1,?,0%,0%,1%,10%,0.4%,?,1%,2%,-11%
O=C(CSC(=S)N1CCCCC1)Nc1ncc2c(n1)CCCC2=O,11%,0%,-3%,-15%,3%,-0.2%,2,5%,6%,-1%
CCN1CCN(S(=O)(=O)c2ccc(Cl)c(C(=O)N(C)Cc3cccc(Cl)c3Cl)c2)CC1,?,-31%,-3%,-20%,-7%,-0.2%,21,.,4%,-1%
CN(c1ccccc1C(=O)Nc1ccc2c(c1)OCO2)S(C)(=O)=O,-6%,3%,.,-55%[inhibitor],15%,-1.6%,1,6%,-3%[46.1 µM],2%
Cc1ccccc1CN1CCN(Cc2cc(=O)c3ccccc3[nH]2)CC1CCO (stereo unspecified),?,-14%,-4%,11%,-9%,-0.5%,1,-2%,6%,-2%
CCOCCCNC(=O)C(NC(=O)c1ccc(=O)[nH]c1)c1ccc(C)cc1 (stereo unspecified),0%,2%,-1%,-22%,3%,0.1%,-1,-8%,1%,6%

# Sorted by formula weight (lowest first): part of the list above
SMILES,ELG1 DNA repair,BRCA1 expr up,PTAP TSG101 blk,a7 integrin act,p53 reactivator,B2AR arrestin,TRPV1 agonist,CXXC DNA block,TCR activator,AT treatment
O=C(Cn1c(NCCO)nc2ccccc21)N1CCN(Cc2ccccc2)CC1,-4%,4%,-1%,-8%,-4%,0.1%,1,0%,3%,1%
COc1cccc(/C=C2\SC(=S)N(CCC(=O)NC3C=CS(=O)(=O)C3)C2=O)c1 (stereo unspecified),4.6µM*,-29%,-3%,-57%[inhibitor],-10%,0.5%,3,15%,-30%,-12%
COc1ccc(CNC(=O)C2CCCN(S(=O)(=O)c3c(C)noc3/C=C/N(C)C)C2)cc1 (stereo unspecified),16%,-1%,-1%,?,-5%,0.3%,-3,4%,2%,6%

# Next part
SMILES,ELG1 DNA repair,BRCA1 expr up,PTAP TSG101 blk,a7 integrin act,p53 reactivator,B2AR arrestin,TRPV1 agonist,CXXC DNA block,TCR activator,AT treatment
COc1ccc(/C=C/C(=O)C2(O)CCCCC2)cc1OC,-7%,0%,-3%,0%,20%,0.1%,7,-8%,-4%,4%
Nc1ccccc1Nc1ccncc1[N+](=O)[O-],-7%,0%,1%,18%,-2%,0.2%,3,4%,-2%,.
CC(=O)c1ccc(OC(=O)C2CSC3(C)CCC(=O)N23)cc1 (stereo unspecified),9%,5%,-4%,13%,5%,-0.2%,-2,.,1%,-12%
CCN(CC)S(=O)(=O)c1cc(NC(=O)CSc2nccn2C)ccc1C,18%,38%,0%,8%,?,0.0%,2,-11%,3%,4%
